# APOBEC3G inh = APOBEC3G DNA deaminase inhibitors, primary screen, biochemical, fluorescence, single-stranded DNA substrate, uHTS; DNA dC->dU-editing enzyme APOBEC-3G (Homo sapiens), Q9HC16; recombinant A3G, ssDNA deamination FAM/TAMRA fluorescence; inhibition, % at 20 µM; 330,000 tested, 0.28% active;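 active = inhibition of at least 40% at 20 µM, with no more than 30% in the related APOBEC3A deaminase screen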;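 also: plate controls were DMSO wells with A3G for no effect and wells lacking A3G enzyme for full effect; some compounds called inactive have numbers as strong as hits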
# EBI2 antag = EBI2 receptor antagonists, beta-arrestin recruitment, primary screen, cell-based, luminescence, 7a,25-OHC stimulation, uHTS. G-protein coupled receptor 183 (Homo sapiens), P32249. 7a,25-OHC stimulated. inhibition, % at 5 µM. 360,000 tested, 0.81% active. AID 651636, 2012; in the data active = inhibition above about 38%;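 also: enzyme fragment complementation signal reports receptor beta-arrestin coupling in cells; 0% = agonist plus DMSO wells and 100% = wells without agonist; some results beyond the cut were filed as inactive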
# Target sequence (P32249 whole entry, looked up, the tested form may be a part): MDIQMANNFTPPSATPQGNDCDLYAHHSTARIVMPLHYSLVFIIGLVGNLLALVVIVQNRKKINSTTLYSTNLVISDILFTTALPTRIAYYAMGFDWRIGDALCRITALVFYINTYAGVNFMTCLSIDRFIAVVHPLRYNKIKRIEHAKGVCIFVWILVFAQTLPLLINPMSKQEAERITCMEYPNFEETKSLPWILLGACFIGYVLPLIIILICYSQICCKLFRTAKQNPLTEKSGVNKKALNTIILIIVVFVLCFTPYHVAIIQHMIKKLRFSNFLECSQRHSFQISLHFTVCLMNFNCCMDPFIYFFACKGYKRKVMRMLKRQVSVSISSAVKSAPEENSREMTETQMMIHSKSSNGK
# NR3A LBD binder = binders of NR3A ligand-binding domain, primary screen, biophysical, differential scanning fluorimetry, uHTS | Glutamate receptor ionotropic, NMDA 3A (GRIN3A) ligand-binding domain | NR3A LBD differential scanning fluorimetry, Tm shift; 0% = protein alone, 100% = glycine-bound protein | Tm shift relative to glycine control, % at 25 µM | 340,000 tested, 2.5% active;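 active = melting temperature shift of at least 10% of the positive control shift, at one fixed dose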
# CXCR6 inh = CXCR6 receptor inhibitors, primary screen, cell-based, beta-arrestin, luminescence, CHO-K1 PathHunter, 1536-well; AID 602244, 2012; inhibition, % at 20 µM; 360,000 tested, 0.36% active; in the data active = inhibition above about 34%, passing the limit was not always enough;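 also: antagonist mode with CXCL16 agonist at 10 nM final; 0% = 10 nM CXCL16 with DMSO and 100% = unstimulated wells without agonist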
# MPTP block = mitochondrial permeability transition pore inhibitors, primary screen, biochemical, isolated mouse mitochondria, absorbance; Ca2+ swelling absorbance, 30 min; inhibition, % at 10 µM; 360,000 tested, 1.4% active;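 active = inhibition of 50% or more, scaled per plate between neutral and stimulator controls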;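 also: 0% = DMSO wells given calcium and 100% = 1 mM EGTA wells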
# Gli-Sufu block = Gli-Sufu pathway antagonists, primary screen, luciferase luminescence, Sufu-KO-LIGHT cells, uHTS; Sufu-KO-LIGHT fibroblasts, Gli luciferase reporter luminescence; inhibition, % at 5 µM; 340,000 tested, 0.74% active; AID 588413, 2011;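 active = inhibition above about 55%, limit read from the data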;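 also: 0% = DMSO-treated cells and 100% = wells with medium but no cells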
# CCR6 antagonist = CCR6 receptor antagonists, primary screen, cell-based, CHO-K1, luminescence, beta-arrestin, uHTS; C-C chemokine receptor type 6 (Homo sapiens), P51684; AID 493098, 2011; 340,000 tested, 0.49% active; inhibition, % at 20 µM; CHO-K1 CCR6 PathHunter beta-arrestin, CCL20-stimulated;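 active = compounds whose inhibition of the agonist-driven luminescence signal at 20 µM reaches about 50%, limit read from the data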;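 also: cells stimulated with CCL20 at 14 nM final; plate controls were DMSO with CCL20 for no effect and DMSO without agonist for full effect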
# Target sequence (P51684 whole entry, looked up): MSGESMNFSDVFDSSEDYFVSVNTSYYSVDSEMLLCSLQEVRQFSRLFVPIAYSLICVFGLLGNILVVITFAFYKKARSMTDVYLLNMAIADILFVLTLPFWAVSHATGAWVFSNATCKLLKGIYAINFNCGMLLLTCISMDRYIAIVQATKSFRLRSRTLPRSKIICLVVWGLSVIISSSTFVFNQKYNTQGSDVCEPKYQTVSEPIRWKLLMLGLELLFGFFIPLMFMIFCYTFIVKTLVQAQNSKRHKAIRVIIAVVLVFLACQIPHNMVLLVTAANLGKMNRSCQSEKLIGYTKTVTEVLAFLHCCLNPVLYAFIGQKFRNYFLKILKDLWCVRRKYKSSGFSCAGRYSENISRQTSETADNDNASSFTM
# A3A deaminase = APOBEC3A ssDNA deaminase inhibitors, primary screen, selectivity assay for APOBEC3G inhibitor project, biochemical, FAM/TAMRA oligo cleavage fluorescence. DNA dC->dU-editing enzyme APOBEC-3A (Homo sapiens), P31941. inhibition, % at 20 µM. 330,000 tested, 0.41% active. AID 493011, 2011. recombinant A3A, FAM/TAMRA ssDNA deamination fluorescence;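 active = at least 40% inhibition at 20 µM here, with at most 30% in a related deaminase screen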;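 also: plate controls were A3A with DMSO for no effect and wells lacking A3A enzyme for full effect; some results filed as inactive read as strong as hits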
# Target sequence (P31941 whole entry, looked up): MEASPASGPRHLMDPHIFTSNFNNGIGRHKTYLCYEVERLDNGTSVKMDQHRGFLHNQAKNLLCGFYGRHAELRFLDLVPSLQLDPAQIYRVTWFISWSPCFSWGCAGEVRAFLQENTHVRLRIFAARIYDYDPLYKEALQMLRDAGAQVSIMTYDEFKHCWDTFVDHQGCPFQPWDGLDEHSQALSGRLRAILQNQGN
# Active calls of the source: *. Compounds as they come; any-hit rate near 5.8%.
SMILES,APOBEC3G inh,EBI2 antag,NR3A LBD binder,CXCR6 inh,MPTP block,Gli-Sufu block,CCR6 antagonist,A3A deaminase
O=C1NCCN1c1ccc(CN2CCN(C3CCCCC3)C(CCO)C2)cc1 (centres undefined),0,-5,0,4,-0.1,-7,-1,3
COC(=O)c1ccc(C(=O)Nc2ccc3c(c2)C(=O)NC3=O)cc1,39,-5,-1,-21,-0.4,-8,13,10
COc1ccc(CN2CCN(C(=O)c3ccc(F)cc3)CC2)c(OC)c1,1,2,0,-6,2.1,-5,3,-2
C/C(CC1CC(COCC(C)C)OC1=O)=N\Nc1nc(-c2ccccc2)cs1 (centres undefined),1,12,0,3,1.1,4,16,1
Cc1cc(C)n(CCC(=O)N=Nc2c(O)[nH]c3ccc(Br)cc23)n1,-4,20,1,-3,2.5,6,19,1
COc1cc(/C=C/c2cc(OC(C)=O)c3ccccc3n2)c(OC(C)=O)c([N+](=O)[O-])c1,6,15,-2,31,11,12,63*,8
COc1cc(OC)cc(-c2cc3ccc(OC)cc3cn2)c1,-11,18,9,-7,0.5,-132,9,-5
Cc1ccc(C)c(C(=O)Nc2c(C(N)=O)oc3ccccc23)c1,-8,0,4,-1,0.7,6,6,-4
Cc1ccc(NCc2ccc(O)c3ncccc23)cc1,-4,-12,-4,-6,3.1,-10,5,-4
CCN1C(=O)N[C@@H](CCc2ccccc2)C(C(=O)OC)=C1C,-7,8,0,-11,-2.4,10,15,-3
CC(CN1c2ccccc2Sc2ccccc21)N(C)C (centres undefined),-10,-9,1,-8,3.1,3,-3,-3
COCCn1c(SCC(=O)Nc2sc(C)c(C)c2C#N)nnc1-c1ccc(OC)cc1,-7,6,0,-2,28,5,15,-2
CC(=O)CSc1nc2ccccc2s1,0,-14,1,0,0.5,-5,12,4
O=C(c1ccc(C#CC2(O)CCCCC2)cc1)N1CCN(Cc2ccccc2)CC1,-2,-8,6,-2,-3.6,7,-5,-12
Cc1c(Cc2ccccc2)c(=O)oc2cc(OC(C)C(=O)NCC3CCC(C(=O)O)CC3)c(Cl)cc12 (centres undefined),-5,-4,1,0,-0.5,-9,-13,0
O=[N+]([O-])c1ncccc1Oc1nc(-c2cccnc2)nc2ccccc12,-10,-1,3,-3,-0.6,12,-5,12
O=C(CN1CCN(Cc2ccccc2)CC1)NCc1ccc(Cl)cc1,0,-1,-2,8,1.5,17,13,-3
CCCCNCC(=O)Nc1ccc(NC(=O)CNCCCC)cc1,-7,3,0,8,4.2,0,19,-5
O=C(O)CC(NCc1ccco1)C(=O)Nc1cccc(O)c1 (centres undefined),-5,1,-2,-5,0.3,-7,5,1
CC1(C(=O)OCC(=O)Nc2ccccc2Cl)CC1(Cl)Cl (centres undefined),-7,2,-2,-8,-0.5,3,10,-1
CC(=O)NC(Cc1ccccc1F)C(=O)NC1CCN(C(=O)NCc2ccccc2)CC1 (centres undefined),-10,-2,-2,8,3.8,21,-5,2
CCCCn1c(-c2ccc(OC)cc2)nc2c(=O)n(C)c(=O)[nH]c21,-7,-16,3,11,-0.4,3,-12,-5
CC(=O)Nc1nc(C)nc(-c2ccccc2)c1C(C)=O,-8,3,-6,-3,-0.3,1,3,-4
CS(=O)(=O)c1ccc(Cl)c(NC(=O)c2cccc(Br)c2)c1,5,-15,-1,-3,-11,-1,14,8
COc1ccc(C(=O)c2ccccc2)c(OCC(=O)NC2CC2)c1,-1,-4,-5,-2,0.4,-14,0,5
CC(OC(=O)c1cc(S(=O)(=O)N(C)c2ccccc2)ccc1Cl)C(=O)Nc1ccc2c(c1)OCCO2 (centres undefined),4,22,5,2,6.3,-1,8,2
O=C(CCC1CCCCC1)Nc1ccc(S(=O)(=O)Nc2nccs2)cc1,4,-8,-1,7,-0.2,-11,-3,1
CCc1ccc(N2CN(Cc3ccco3)CNC2=S)cc1,4,4,3,10,1.5,2,4,1
O=C(Cn1nc(Cc2cccnc2)c2ccccc2c1=O)NCCCN1CCCC1=O,19,-3,-1,-12,-3.1,0,-1,4
COc1ccccc1N1CCN(C2CCCN(S(=O)(=O)c3ccc(C)cc3)C2)CC1 (centres undefined),-8,9,1,7,0.4,9,18,-5
CN(Cc1ccccc1)C(=O)c1oc(=O)c2ccccc2c1-c1ccccc1,-5,16,7,15,1.8,4,13,-2
CN(C(=O)CSc1nnc(N)s1)C1CCCCC1,6,2,-1,5,-2.0,-9,12,3
COc1ccc(-n2cnnc2SCC(=O)Nc2cccnc2Cl)cc1,-9,2,-2,-6,-1.4,6,-12,-2
C/C(=N/NC(=O)c1ccoc1C)c1cccc(NC(=O)C2CC2)c1,-1,2,2,4,5.0,4,12,-2
Clc1ccc(Cn2nnc(-c3ccccc3)n2)cc1,-2,10,6,5,3.9,-30,8,-2
N#Cc1ccc(CN2CCN(CC(=O)NCCc3ccc(Cl)cc3Cl)CC2)cc1,0,7,-5,1,-0.1,8,22,37
CNC(=O)c1c(NC(=O)CCS(=O)(=O)c2ccccc2)sc2c1CCN(C(=O)OC)C2,-7,-2,2,-1,-0.3,-8,2,-2
CN1CC(C(=O)O)Cc2c1ccc1ccccc21 (centres undefined),-1,-11,2,-3,0.0,1,4,2
Cc1ccc(S(=O)(=O)NCC(=O)Nc2cccnc2)cc1C,-2,1,1,3,-0.1,2,-5,4
Cc1nn(-c2ccccc2)c(Cl)c1C1C(C#N)=C(N)Oc2n[nH]c(C)c21 (centres undefined),-7,-1,1,-10,-2.1,15,-5,-7

# 5 entries from above, arranged by the number in CXCR6 inh, descending:
mol | APOBEC3G inh | EBI2 antag | NR3A LBD binder | CXCR6 inh | MPTP block | CCR6 antagonist | A3A deaminase
CN(Cc1ccccc1)C(=O)c1oc(=O)c2ccccc2c1-c1ccccc1 | -5 | 16 | 7 | 15 | 1.8 | 13 | -2
CCCCNCC(=O)Nc1ccc(NC(=O)CNCCCC)cc1 | -7 | 3 | 0 | 8 | 4.2 | 19 | -5
C/C(CC1CC(COCC(C)C)OC1=O)=N\Nc1nc(-c2ccccc2)cs1 (centres undefined) | 1 | 12 | 0 | 3 | 1.1 | 16 | 1
N#Cc1ccc(CN2CCN(CC(=O)NCCc3ccc(Cl)cc3Cl)CC2)cc1 | 0 | 7 | -5 | 1 | -0.1 | 22 | 37
Cc1ccc(NCc2ccc(O)c3ncccc23)cc1 | -4 | -12 | -4 | -6 | 3.1 | 5 | -4

# (more compounds)
SMILES,APOBEC3G inh,EBI2 antag,NR3A LBD binder,CXCR6 inh,MPTP block,Gli-Sufu block,CCR6 antagonist,A3A deaminase
COc1ccc(C2(CNC(=O)c3cccc([N+](=O)[O-])c3)CCOCC2)cc1OC,2,-12,1,13,-5.1,4,4,0
O=C(NC1CCCC1)c1ccccc1OCc1ccccc1,9,10,1,8,-0.2,9,6,2
O=C(COc1cccc2ccccc12)N/N=C/c1ccco1,-15,3,-1,5,0.0,2,-6,-4
CCCCC(=O)N(c1ccc(C)c(C)c1)C1C=CS(=O)(=O)C1 (centres undefined),6,0,-1,-4,-0.8,2,6,1
COc1ccc(/C(O)=C2/C(=O)C(=O)N(CCCN3CCOCC3)C2c2ccc(OC)cc2)cc1 (centres undefined),-1,-10,2,-1,-3.0,2,5,-4
CN(C)/C=C1\N=C(c2ccc(Cl)cc2Cl)OC1=O,-4,-4,0,-1,1.2,-36,3,-3
Cc1ccc(N2CCN(S(=O)(=O)c3ccc(Cl)s3)CC2C)cc1 (centres undefined),-9,5,-2,-6,-0.5,6,21,-5
COCCOc1nc2ccccc2nc1C,-6,-2,1,0,-0.3,0,6,-1
O=C(CN1CCN(S(=O)(=O)c2ccc(F)cc2)CC1)Nc1ccccc1C(=O)NC1CC1,-9,12,0,-10,-1.8,1,6,0
CC(C)NC(=O)C1CCN(C2CCN(C(=O)c3scc4c3CCCC4)CC2)CC1,-2,4,2,-1,0.9,17,3,2
CC(C(=O)O)n1nc2ccccc2n1 (centres undefined),-1,11,1,2,7.8,-9,5,3
COc1cccc(CN2CC(C(=O)N(C)Cc3nc(C)cs3)CCC2=O)c1 (centres undefined),-1,-2,0,6,0.3,6,-7,-1
Cc1cc(C)n(CC(=O)N/N=C/c2c[nH]c3ccccc23)n1,-15,10,-1,-6,0.6,6,6,-7
COc1cccc(NC(=O)Cc2c(C(=O)O)[nH]c3ccccc23)c1,-3,-5,-6,3,0.9,-1,10,0
CS(=O)(=O)N(CCc1ccccc1)CC(=O)Nc1ccc(OCc2ccccc2)cc1,-5,9,0,-3,-10,23,-13,-2
COc1ccccc1C(=O)N1CCCC(c2nc(-c3cc(OC)c(OC)c(OC)c3)no2)C1 (centres undefined),-7,0,-1,-8,-1.1,-9,2,1
O=C(COc1ccc(Cl)cc1Cl)NCC(=O)N/N=C/c1c[nH]c2ccccc12,1,5,-1,-4,1.7,-2,15,0
CCC(C)(C)NC(=O)C(c1ccc(OC)cc1)N(C(=O)CCC(=O)Nc1cc(C)on1)c1cccc(F)c1 (centres undefined),-8,14,-1,-6,-0.4,-1,-2,-7
COc1ccc(NC(=O)C2(S(=O)(=O)c3ccc(C)cc3)CC2)cc1OC,-5,5,3,-4,-1.2,-1,-1,-2
CN1CCN(C(=S)c2cn(Cc3cccc(F)c3)c3ccccc23)CC1,-12,-6,-1,-7,-0.7,8,18,13
Cc1ccc(CC2CC(=O)N(c3ccc(Cl)cn3)C2=O)cc1 (centres undefined),-7,2,0,2,0.1,27,-7,0
COC(=O)c1ccccc1NC(=O)COC(=O)c1ccc(C)c(NC(=O)c2ccco2)c1,0,3,-2,9,13,5,25,0
CC(C)COc1ccc(-c2nn(-c3ccccc3)cc2C(=O)Nc2nccs2)cc1,-8,12,10*,-3,3.0,8,7,-1

# Of the compounds above, six contain two or more sulfur atoms:
SMILES,APOBEC3G inh,EBI2 antag,NR3A LBD binder,CXCR6 inh,MPTP block,Gli-Sufu block,CCR6 antagonist,A3A deaminase
COCCn1c(SCC(=O)Nc2sc(C)c(C)c2C#N)nnc1-c1ccc(OC)cc1,-7,6,0,-2,28,5,15,-2
CC(=O)CSc1nc2ccccc2s1,0,-14,1,0,0.5,-5,12,4
O=C(CCC1CCCCC1)Nc1ccc(S(=O)(=O)Nc2nccs2)cc1,4,-8,-1,7,-0.2,-11,-3,1
CN(C(=O)CSc1nnc(N)s1)C1CCCCC1,6,2,-1,5,-2.0,-9,12,3
CNC(=O)c1c(NC(=O)CCS(=O)(=O)c2ccccc2)sc2c1CCN(C(=O)OC)C2,-7,-2,2,-1,-0.3,-8,2,-2
Cc1ccc(N2CCN(S(=O)(=O)c3ccc(Cl)s3)CC2C)cc1 (centres undefined),-9,5,-2,-6,-0.5,6,21,-5

# As entered above:
# Entry of CC(CN1c2ccccc2Sc2ccccc21)N(C)C (centres undefined) in CXCR6 inh: -8
# Entry of COC(=O)c1ccccc1NC(=O)COC(=O)c1ccc(C)c(NC(=O)c2ccco2)c1 in EBI2 antag: 3

# From PubChem BioAssay
